KCNQ2 inh = KCNQ2 potassium channel inhibitors, primary screen, cell-based, CHO-K1, FluxOR thallium flux, B-score (AID 2156); B-score at 10 µM; 1.1% of 310,000 active; 20 min; active compounds read low;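 active = fluorescence ratio B-score at most minus 3 library SDs, with starting brightness B-score within 2 library SDs, cut at about -5.5 in these data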
Kir21 block = inhibitors of mouse Kir2.1 inward-rectifier potassium channel | 0.85% of 310,000 active | B-score at 10 µM | HEK293-Kir2.1, FluxOR thallium flux fluorescence; active compounds read low | Inward rectifier potassium channel 2 (Mus musculus), P35561;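 active = fluorescence ratio B-score at or below minus 3 SD of library scores, with starting-brightness B-score within 2 SD, cut at about -4.2 in these data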;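 also: channel flux triggered by added potassium and thallium sulfate stimulus; B-score of peak minus minimum fluorescence over baseline after thallium stimulus; more negative B-score means stronger Kir2.1 block with less thallium influx; some compounds called inactive have numbers as strong as hits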
Target sequence (P35561 whole entry, looked up): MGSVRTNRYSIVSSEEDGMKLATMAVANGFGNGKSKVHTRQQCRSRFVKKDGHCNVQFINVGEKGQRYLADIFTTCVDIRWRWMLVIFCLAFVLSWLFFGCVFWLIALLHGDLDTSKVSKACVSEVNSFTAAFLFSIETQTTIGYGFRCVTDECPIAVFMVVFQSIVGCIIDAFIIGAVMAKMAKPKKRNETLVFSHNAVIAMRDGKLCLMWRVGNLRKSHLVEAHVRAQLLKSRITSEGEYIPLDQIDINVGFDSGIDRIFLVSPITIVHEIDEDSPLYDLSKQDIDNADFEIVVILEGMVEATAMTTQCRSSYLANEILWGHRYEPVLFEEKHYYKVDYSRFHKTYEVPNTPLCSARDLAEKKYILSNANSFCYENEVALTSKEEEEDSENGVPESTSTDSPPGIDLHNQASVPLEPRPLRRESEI
* hit, by the source's call; i = inactive.

smiles | KCNQ2 inh | Kir21 block
CC(=O)NC1Sc2ccccc2N=C1c1ccccc1 (stereo not given) | i | -0.05
CC1(C)CC(=O)C(CC2=C(N)CC(C)(C)CC2=O)=C(N)C1 | i | 1.7
CCSc1nnc(NC(=O)Cc2cccc(OC)c2)s1 | i | 0.39
CNc1c(NS(=O)(=O)c2ccc(F)c(Cl)c2)c(=O)oc2ccccc12 | i | -0.05
N#Cc1ccccc1S(=O)(=O)N1CCN(CC(O)c2ccccc2)CC1 (stereo not given) | i | -1.4
CCOc1ccccc1C1C(C(N)=O)=C(C)Nc2nc(-c3ccccc3Cl)nn21 (stereo not given) | i | 0.71
COc1ccc(-c2cc(C(=O)N3CCN(c4ccccc4OC)CC3)no2)cc1OC | i | 1.4
O=C(NCc1ccc(Cl)cc1)C1CCCN(c2cnccn2)C1 (stereo not given) | i | 1.6
Cc1ccc(Nc2nc(N3CCOCC3)nc(N3CCOCC3)n2)cc1C | i | 1.2
O=C(CSc1nc2ccccc2[nH]1)Nc1ccccc1F | i | 0.83
COc1ccc(CNCC(=O)Nc2cc(OC)cc(OC)c2)cc1 | i | -2.4
CN(C)c1cccc(C(=O)N2CCC(n3nccc3NC(=O)C3CCOC3)CC2)c1 (stereo not given) | i | 1
Cc1ccc(-c2cc(C(=O)Nc3c(C)n(C)n(-c4ccccc4)c3=O)[nH]n2)c(O)c1 | i | 0.58
Cc1ccc(-n2c(=S)[nH]c3c(oc4ccccc43)c2=O)cc1C | i | 0.47
COc1cccc(NC(=O)CN(C)C(=O)c2cc3c(s2)CCC3)c1 | i | 0.18
Cc1c(Cl)cccc1NC(=S)NCCC(C)C | i | -0.2
CS(=O)(=O)Oc1ccc(Br)c2cccnc12 | i | 0.04
C=CCn1c(C)nc2c(cnn2-c2ccccc2)c1=O | i | 0.08
COc1ccc2cnn(-c3ccccc3C)c(=O)c2c1OC | i | 1.6
CCOC(=O)c1ccccc1NC(=O)Cc1sc(-c2cccnc2)nc1-c1ccc(C)cc1 | i | 0.68

Ordered by molar mass (ascending): part of the list above
smiles | KCNQ2 inh | Kir21 block
Cc1ccc(-n2c(=S)[nH]c3c(oc4ccccc43)c2=O)cc1C | i | 0.47
Cc1ccc(Nc2nc(N3CCOCC3)nc(N3CCOCC3)n2)cc1C | i | 1.2
CNc1c(NS(=O)(=O)c2ccc(F)c(Cl)c2)c(=O)oc2ccccc12 | i | -0.05
COc1ccc(-c2cc(C(=O)N3CCN(c4ccccc4OC)CC3)no2)cc1OC | i | 1.4

Later entries.
smiles | KCNQ2 inh | Kir21 block
COc1ccc(C(=O)C2CCCN(Cc3cccn3-c3ccccn3)C2)c(OC)c1 (stereo not given) | i | -2.4
COCCn1c(SCc2cccnc2)nnc1-c1c[nH]c2ccccc12 | i | -0.91
O=C(CN1CCN(c2ccccn2)CC1)NC1CCCCC1 | i | 0.95
Cc1noc(C)c1S(=O)(=O)N1CCCCC1 | i | -1.8
O=C(Nc1cccnc1)c1cccnc1 | i | -0.76
O=C(NNC(=O)C12CC3CC(CC(O)(C3)C1)C2)c1csc(N2CCOCC2)n1 | i | 2.8
Cc1cccc(C)c1NC(=O)CNC(=O)c1c(C)nn(C)c1Cl | i | -1.6
CC(=O)Nc1ccc(S(=O)(=O)NCCc2ccc(F)cc2)cc1 | i | -0.04
Cc1cccc(NCc2cc(Cl)cc(Cl)c2O)n1 | i | 1.9
CSC1=NCCN1C(=O)Cc1ccc(Cl)cc1 | i | 0.24
CCC(C)(C)n1nnnc1C(c1cccs1)N1CCCCC1 (stereo not given) | i | -1.6
COCC(C)n1c(C)cc(C(=O)Cn2nc(C(=O)O)c3ccccc3c2=O)c1C (stereo not given) | i | 0.09
CCNC(=O)COC(=O)CCNC(=O)c1ccc(Cl)cc1 | i | 2.4
O=C(Nc1ccccc1C(=O)Nc1nnc(C(F)(F)F)s1)c1ccccc1 | i | -2.4
Fc1c(CSC(=S)N2CCOCC2)cccc1CSC(=S)N1CCOCC1 | i | -0.82
CCN1CCN(C(c2cccs2)C(C)NC(=O)C(=O)N2CCCCC2)CC1 (stereo not given) | i | 0
CC(C)Cn1c(N)c(C(=O)NCCN2CCOCC2)c2nc3ccccc3nc21 | i | -0.01
Cc1ccc(S(=O)(=O)N2CCCC2)s1 | i | -0.04
COc1ccccc1C(=O)Nc1ccc2c(c1)CCCN2C(=O)c1cccs1 | i | -0.77
CCCCC(=O)Nc1sc2c(c1C#N)CC(C)(C)OC2 | i | -0.31

For convenience, 3 of the compounds above:
smiles | KCNQ2 inh | Kir21 block
CC(=O)Nc1ccc(S(=O)(=O)NCCc2ccc(F)cc2)cc1 | i | -0.04
Cc1cccc(NCc2cc(Cl)cc(Cl)c2O)n1 | i | 1.9
CSC1=NCCN1C(=O)Cc1ccc(Cl)cc1 | i | 0.24

(cont.)
smiles | KCNQ2 inh | Kir21 block
CSc1nc2ccc(NC(=O)c3ccc(=O)[nH]c3)cc2s1 | i | -1.8
CC(=O)Oc1ccc(N2C(=O)C3C4C=CC(C5CC45)C3C2=O)cc1[N+](=O)[O-] (stereo not given) | i | 0.15
CN(C)CCNC=C(C(=O)Nc1ccc(Cl)cc1Cl)C(=O)Nc1ccc(Cl)cc1Cl | i | 1.4
CN(c1ccc(OCC(=O)OCC(=O)Nc2ccccc2F)cc1)S(=O)(=O)c1cccs1 | i | -0.55
O=C(NC1CCCN(Cc2ccc(Cl)cc2)C1)c1cccc(F)c1 (stereo not given) | i | -0.04
CCOC(=O)C1CCCN(C(=O)c2ccc3oc(CCc4ccccc4)nc3c2)C1 (stereo not given) | i | 0.01
CC1(C)Cc2c(C#N)c(OCC(=O)c3ccc(Cl)cc3)nc(-c3ccoc3)c2CO1 | i | 1.6
COc1ccc(C(C)(C)C)cc1NC(=O)c1cc(S(=O)(=O)N(C)C)ccc1N1CCCC1 | i | 2.6
Cc1occc1C(=O)NNC(=O)COc1ccc(Br)cc1Br | i | 0.07
CCOc1cc(C(N)=O)cc(Br)c1OC | i | -0.64
O=C(CSc1nnc(-c2ccco2)o1)NCC(=O)c1ccccc1 | i | 1.9
CC1CCCC(C)N1c1nnc(NC(=O)Cn2c(=O)oc3ccccc32)s1 (stereo not given) | i | -0.03
CNc1ccc(/C=C(\CCC(=O)O)c2nc3ccccc3s2)cc1[N+](=O)[O-] | i | 2.4
COc1ccc(Cc2nn3c(Cn4nnc5ccccc54)nnc3s2)cc1 | i | -0.36
COc1ccc2c(c1)CCc1c-2nc2ccccc2c1N1CCOCC1 | i | -1.4
COc1ccccc1CNC(=O)COc1ccc(C)nc1[N+](=O)[O-] | i | -1.5
Cc1cc(C)cc(-n2ccnc2SCC(=O)Nc2ccc3c(c2)OCCO3)c1 | i | -4.2
CCN(CC)C(=O)CSc1ncnc2sccc12 | i | 1.8
CCOC(=O)c1ccc2[nH]c3c(c2c1)CCCC3C(=O)OCC (stereo not given) | i | -0.63
Cc1ccc(Cl)cc1NC(=S)N(C)N | i | 0.14

smiles | KCNQ2 inh | Kir21 block
CCOc1ccc(CN2CCN(Cc3cccn3-c3ncccn3)CC2CCO)cc1 (stereo not given) | i | 1.4
O=C(COC(=O)COc1ccc(Nc2ccccc2)cc1)NCc1ccco1 | i | 0.99
Cc1ccc(NC(=O)c2c(NC(=O)CCC(=O)O)sc3c2CCCCC3)cc1 | i | 0.47
O=C(O)CSc1nnc(-c2ccccc2)o1 | i | -1.1
O=C(/C=C/c1ccco1)NCCCN1CCN(CCCNC(=O)/C=C/c2ccco2)CC1 | i | 0.04
CCCCn1c(=O)[nH]c(=O)c2c1nc(CN1C(=O)c3ccccc3S1(=O)=O)n2CCC | i | -1.8
O=c1c2ccccc2nc(SCc2cc(F)ccc2F)n1C1CCCC1 | i | -1.6
CCN1CCN(c2ccc(S(=O)(=O)N3CCOCC3)cc2NC(=O)c2ccc(C)c(C)c2)CC1 | i | -0.47
CCOc1ccc(S(=O)(=O)NCCCn2ccnc2)cc1 | i | -0.11
COc1ccc(N/C(C)=C2/C(=O)C(=O)N(CCO)C2c2ccc(Br)cc2)cc1 (stereo not given) | i | -1.2
Cc1ccccc1Nc1nc(N)nc(CSc2ccccc2)n1 | i | -1.7
Cc1ccnc(NS(=O)(=O)c2ccc(C(C)(C)C)cc2)c1 | i | 1
Cc1ccc(NC(=O)Nc2ccc3c(c2)OCO3)cc1F | i | 0.09
O=C(Nc1ccc(N2CCOCC2)cc1)c1cc2c(s1)CCCCC2 | i | 1.5
O=C(C(Cc1ccccc1)n1cccc1)N1CCCCC1 (stereo not given) | i | -0.37
O=C(CN(CCc1ccccc1)C(=O)CNS(=O)(=O)c1ccc(F)cc1)NCc1ccco1 | i | -0.27
CC(NC(=O)C(=O)NCCN1CCN(C(=O)c2ccc([N+](=O)[O-])cc2)CC1)c1ccccc1 (stereo not given) | i | 1.5
COc1ccc(NC(=O)C2(c3ccc(NC(=O)c4ccc(OC(C)=O)cc4)cc3)CCCC2)cc1 | i | 0
Cc1cccc(-c2noc(CN(C(=O)c3ccc(Br)o3)C(C)C)n2)c1 | i | -1.1
N#CC1=C2Nc3ccccc3N2C(=O)NC1(c1ccccc1)C(F)(F)F (stereo not given) | i | 0

smiles | KCNQ2 inh | Kir21 block
O=C(C[C@@H]1NS(=O)(=O)OC2CCCCC21)c1ccccc1 (stereo not given in full) | i | 1.9
COc1ccc(N2C(=O)CCC2(C(N)=O)c2ccccc2)cc1 (stereo not given) | i | -0.26
O=C(O)c1ccc2c(=O)[nH]c(CCl)nc2c1 | i | 0.28
COc1cccc(NC(=O)CSc2nnc(CNC(=O)c3ccco3)n2C)c1 | i | -0.15
COc1cc(C(=O)N/C(=C\c2cn(S(=O)(=O)N(C)C)c3ccccc23)C(=O)N2CCCC2)cc(OC)c1OC | i | 0.96
CC(C)N(C1=N/C(=C\c2ccco2)C(=O)N1c1ccccc1)C(C)C | i | 2.7
COc1ccc(/C=N/NC(=O)c2[nH]c3ccc(Br)cc3c2-c2ccccc2)cc1 | i | -1.1
Cc1ccc(C(=O)c2ccccc2C(=O)OCC(=O)Nc2ccc(SC(F)F)cc2)cc1 | i | 0.58
O=[N+]([O-])c1ccc2nc(CCCO)[nH]c2c1 | i | 0.59
COC(=O)N/N=C(\C)c1ccc2ccccc2c1OC(F)F | i | 0.79
Cc1cccc(CN(CC(=O)N/N=C/c2cccs2)S(=O)(=O)c2ccc(Cl)cc2)c1 | i | -0.03
COc1ccc(C(=O)CC(=O)C(=O)Nc2ccccc2Cl)cc1 | i | 0.21
CCCCCCC1CC(CC(=O)Nc2ccc([N+](=O)[O-])cc2)C(=O)O1 (stereo not given) | i | 3.5
N#CCOC(=O)/C=C/c1ccc2c(c1)OCO2 | i | 0.62
CCOc1ccc(N2C(=O)CC(N(CCc3ccccc3)C(=O)/C=C/C(=O)O)C2=O)cc1 (stereo not given) | i | -0.06
c1ccc(Nc2ccc(-n3ccnc3)nn2)cc1 | i | 2.1
CC1CCCN(C(C(=O)Nc2ccc(C(C)C)cc2)c2ccc3c(c2)OCO3)C1 (stereo not given) | i | 2.2
O=C(O)C1C2C=CC(C2)C1C(=O)N1CCN(CCO)CC1 (stereo not given) | i | 1.2
Cn1nnnc1SCC(=O)Nc1cccc(S(=O)(=O)N2CCCC2)c1 | i | 0.13
COc1ccc(OC)c(C(=O)c2ccc(C(=O)Nc3cccc4ccccc34)cc2)c1 | i | -2.3

smiles | KCNQ2 inh | Kir21 block
CCN(CC(=O)NC1CCS(=O)(=O)C1)c1nc(-c2cccnc2)nc2ccccc12 (stereo not given) | i | 1.6
Cc1nnc(NC(=O)C2C3C=CC(O3)C2C(=O)O)s1 (stereo not given) | i | -2.4
COc1cc(OC)cc(-c2cc(NC(C)=O)n[nH]2)c1 | i | 1.4
CC(C)(C)c1nc(SCC(=O)Nc2nc3c(s2)CCCC3)c2ccccc2n1 | i | 1.5
Cc1cccc(NC(=O)c2ccccc2O)c1C | i | 0.51
COC(=O)COc1ccc(=O)n(-c2ccccc2)n1 | i | 0.02
CCN(CC)C(=O)c1ccccc1NC(=O)c1cccc(S(=O)(=O)N(CC)CC)c1 | i | -0.21
c1cncc(-c2nc3cc4ccccc4cc3[nH]2)c1 | i | -0.07
CCC(C)(c1ccc(C(=O)OC)s1)c1ccc(C(=O)OC)s1 | i | -2.1
Cc1cc(Nc2ccc3c(c2)OCCO3)c2ccccc2n1 | i | -0.46
C=CCOC(=O)c1ccc(-n2cnc(C)n2)nc1 | i | 1.6
COc1ccc(CNC(=O)CN(c2cccc([N+](=O)[O-])c2)S(C)(=O)=O)cc1 | i | -0.35
O=S(=O)(NCCSCc1ccc(Cl)c(Cl)c1)c1ccc2c(c1)OCCO2 | i | -1
O=C(c1ccc2c3n(nc2c1)-c1ccc(Cl)cc1CO3)N1CCCCC1 | i | -0.68
OC(COc1ccccc1)CN1CCN(CC(O)COc2ccccc2)CC1 (stereo not given) | i | 0.01
O=C(CC1C(=O)NCCN1C(=O)Nc1ccccc1)Nc1cccc(C(F)(F)F)c1 (stereo not given) | i | 0.67
Cc1cc2c(c(=O)n1Cc1ccccn1)C(C(C)C)C(C#N)=C(N)O2 (stereo not given) | i | -1.4
Cn1c(SCC(=O)N2CCCC2)nnc1-c1ccc2c(c1)OCO2 | i | -2.1
Cc1cc(Cl)ccc1NC(=O)CN1C(=O)NC2(CCCC2)C1=O | i | 2.3
C=CCCC(=O)N1CCC(n2nccc2NC(=O)c2ccc(OC)cc2)CC1 | i | 0.19
CC(C)CCNC(=O)C1CCN(S(=O)(=O)c2ccc3c(c2)CCC(=O)N3)CC1 | i | 0.01
COc1ccc(/C=N/NC(=O)c2cccc(C(=O)N/N=C/c3ccc(OC)cc3)n2)cc1 | i | 0.29

Assay outcomes (PubChem)
